# Source: PubChem BioAssay
# MCF10A rereplic – induces DNA re-replication in MCF 10a normal breast cells; Potency, µM (titrated, usually from 46.1 µM), inactives show at the top dose activity, positive = re-replication, most hits filed as activators; AID 624296; actives 2.9% (n = 350,000); MCF 10A DNA re-replication, Hoechst nuclear intensity, 48 h; further: potency means the concentration at half of the fitted maximal effect; % of control where 0% means no effect; nearly all actives have a fitted effect of over 50% in size
# KB-V1 cytotox – KB-V1 MDR subline cytotoxicity; AID 1347076; actives 3.4% (n = 400,000); Potency, µM (titrated, usually from 46.1 µM), inactives show at the top dose activity change, negative = cytotoxicity, most hits filed as cytotoxic; KB-V1 MDR cells viability, CellTiter-Glo, 72 h; further: potency means the concentration at half of the fitted maximal effect; on the % scale 0 is the no-effect control and ±100 the full control effect; nearly all actives have a fitted effect of over 60% in size
#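 Luminescent ATP read-out (CellTiter-Glo, 10 min) measures survival of drug-selected KB-V1 MDR cells after 72 h, 37 degrees C compound exposure. Medium: phenol-red-free DMEM, 10% FBS. Values from fitted concentration-response curves.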
# KB-3-1 tox – KB-3-1 parental cell cytotoxicity; KB-3-1 viability, CellTiter-Glo ATP luminescence, 72 h; actives 1.4% (n = 400,000); AID 1347075; Potency, µM (top dose mostly 46.1 µM), for the others: at the highest dose activity change, negative = cytotoxic, actives largely listed as cytotoxic; further: potency means the concentration at half of the fitted maximal effect; on the % scale 0 is the no-effect control and ±100 the full control effect; nearly all actives have a fitted effect of over 60% in size
#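 Luminescent ATP read-out (CellTiter-Glo) measures survival of drug-naive KB-3-1 cells after 72 h compound exposure at 37 °C. Titration series was screened from lowest to highest concentration, with DMSO vehicle plates as background controls.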
# IL-1B inflam inh – inhibitors of inflammasome signaling (IL-1 beta secretion). THP-1 LPS/ATP IL-1B secretion, AlphaLISA, 16 h; active compounds read low. activity change, % at 57.5 µM. actives 4.7% (n = 360,000); in the data active means activity change below about -50%; inconclusive means mostly about -30% to -49%; further: on the % scale 0 is the no-effect control and ±100 the full control effect
#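 Secreted IL-1B measured by AlphaLISA bead assay after 16 h compound exposure of THP-1 cells; compounds (final up to 57.5 uM) added 1 h before LPS (250 ng/mL) and ATP (1.25 mM) stimulation; lower signal means less secretion.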
# HT1080NT lethal – kills 2HG-producing HT-1080-NT fibrosarcoma cells; Potency, µM (highest dose often 46.1 µM), for inactives: at the top dose activity, negative = less viability, hits mostly cytotoxic; actives 1.6% (n = 360,000); HT-1080-NT fibrosarcoma viability, CellTiter-Glo ATP luminescence, 48 h;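 further: NT is the 2HG producing partner of a matched IDH1 knockdown line; potency means the concentration at half of the fitted maximal effect; 0% = DMSO-treated cells and -100% = media-only wells without cells; nearly all actives have a fitted effect of over 55% in size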
#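 HT-1080-NT fibrosarcoma cells (2HG-overproducing), 750 cells/well in RPMI with 5% FBS, dosed after 2 h and incubated 48 h at 37C. CellTiter-Glo luminescence normalized to DMSO and no-cell wells; concentration-response curves fitted and classed.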
# WRN inhibitor – blocks human WRN helicase. WRN helicase unwinding, fluorescent forked duplex, kinetic. Potency, µM (highest dose often 114 µM), without a hit: at the highest dose activity change, negative = inhibition, hits mostly inhibitors. actives 0.46% (n = 360,000); further: potency means the concentration at half of the fitted maximal effect; on the % scale 0 is the no-effect control and ±100 the full control effect; nearly all actives have a fitted effect of over 55% in size
# Target sequence (Q14191 whole entry, looked up): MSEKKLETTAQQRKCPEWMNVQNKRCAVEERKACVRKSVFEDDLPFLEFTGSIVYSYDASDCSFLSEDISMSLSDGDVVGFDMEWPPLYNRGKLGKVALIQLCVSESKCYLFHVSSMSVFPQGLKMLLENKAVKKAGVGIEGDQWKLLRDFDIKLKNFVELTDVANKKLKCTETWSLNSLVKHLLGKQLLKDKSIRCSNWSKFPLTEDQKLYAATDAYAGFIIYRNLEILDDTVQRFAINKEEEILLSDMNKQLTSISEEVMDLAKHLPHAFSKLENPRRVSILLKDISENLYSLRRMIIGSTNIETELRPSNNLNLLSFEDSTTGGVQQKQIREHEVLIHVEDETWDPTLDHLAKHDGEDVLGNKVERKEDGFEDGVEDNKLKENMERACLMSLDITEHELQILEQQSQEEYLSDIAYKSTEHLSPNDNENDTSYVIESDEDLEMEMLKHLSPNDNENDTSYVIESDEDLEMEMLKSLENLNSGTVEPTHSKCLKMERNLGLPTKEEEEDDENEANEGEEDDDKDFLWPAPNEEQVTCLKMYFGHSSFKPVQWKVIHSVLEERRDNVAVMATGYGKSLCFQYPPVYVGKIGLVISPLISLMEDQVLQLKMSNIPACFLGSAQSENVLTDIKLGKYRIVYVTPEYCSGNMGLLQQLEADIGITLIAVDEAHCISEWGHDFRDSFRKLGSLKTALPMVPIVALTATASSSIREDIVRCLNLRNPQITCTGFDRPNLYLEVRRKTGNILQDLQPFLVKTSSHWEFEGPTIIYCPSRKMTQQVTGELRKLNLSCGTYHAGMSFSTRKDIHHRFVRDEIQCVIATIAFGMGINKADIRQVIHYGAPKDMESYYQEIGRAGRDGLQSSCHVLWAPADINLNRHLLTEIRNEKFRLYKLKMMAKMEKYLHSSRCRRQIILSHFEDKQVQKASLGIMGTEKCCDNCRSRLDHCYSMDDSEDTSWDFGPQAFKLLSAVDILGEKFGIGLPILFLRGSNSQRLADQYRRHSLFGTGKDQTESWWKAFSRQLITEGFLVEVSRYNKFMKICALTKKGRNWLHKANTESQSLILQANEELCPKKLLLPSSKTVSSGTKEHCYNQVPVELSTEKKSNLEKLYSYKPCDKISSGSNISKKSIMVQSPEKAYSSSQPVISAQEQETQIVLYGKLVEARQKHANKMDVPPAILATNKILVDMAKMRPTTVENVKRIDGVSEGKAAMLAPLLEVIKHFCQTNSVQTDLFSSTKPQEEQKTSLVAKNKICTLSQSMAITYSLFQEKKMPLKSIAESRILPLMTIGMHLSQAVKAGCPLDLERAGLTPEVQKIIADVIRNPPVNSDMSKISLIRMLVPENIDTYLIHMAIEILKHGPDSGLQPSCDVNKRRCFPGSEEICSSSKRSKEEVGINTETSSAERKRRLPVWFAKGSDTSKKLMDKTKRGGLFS
#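 Kinetic red-fluorescence monitoring (525/598 nm) tracks WRN helicase activity after 100 nM fluorophore-quencher forked duplex and 2 mM ATP are added to 20 nM enzyme pretreated 15 min at room temperature with compound.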
# ATXN2 expr inh – inhibitors of ATXN2 expression | Potency, µM (highest dose often 57 µM), for inactives: at the highest dose activity change, negative = inhibition, most hits filed as inhibitors | HEK-293 ATXN2-luciferase reporter, luminescence, 24 h | actives 0.72% (n = 360,000); further: potency means the concentration at half of the fitted maximal effect; on the % scale 0 is the no-effect control and ±100 the full control effect; nearly all actives have a fitted effect of over 55% in size
#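 ATXN2-luciferase reporter cells (luciferase flanked by upstream and downstream ATXN2 gene portions) were treated 24 h at 37 °C with compounds at up to 57 uM. SteadyGlo luminescence gave expression; GF-AFC fluorescence gave viability.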
# SW480 rereplic – DNA re-replication induction in SW480 cells | SW480 DNA re-replication, Hoechst DNA content imaging, 48 h | Potency, µM (top dose mostly 46.1 µM), for the others: at the highest dose re-replication activation, actives largely listed as activators | actives 1.8% (n = 340,000); further: potency means the concentration at half of the fitted maximal effect; % of control where 0% means no effect; nearly all actives have a fitted effect of over 55% in size
#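 Treated cells incubate 48 hr (37 C, 5% CO2), are stained 40 min with Hoechst, and nuclear fluorescence is enumerated; a rise in nuclei with high DNA signal marks re-replication.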
# HT1080 IDH1KD tx – HT-1080 IDH1 knockdown cell toxicity (counter line); HT-1080 IDH1 knockdown viability, ATP luminescence, 48 h; Potency, µM (highest dose often 46.1 µM), inactives show at the top dose activity, negative = toxicity, most hits filed as cytotoxic; actives 2% (n = 360,000);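 further: potency means the concentration at half of the fitted maximal effect; 0% = DMSO wells and -100% = cell-free medium wells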
#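 Assay cells: HT-1080 with IDH1 knockdown, 750 per well, RPMI/5% FBS. Exposure: 48 h at 37 °C following 2 h pre-incubation. Read: CellTiter-Glo luminescence; fitted concentration-response, curve class assigned.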
# Numbers without * were called inactive; i = inactive; ? = inconclusive; . = not tested or not shown; & = joins results of further samples; [ ] = remark or other dose. Unless noted, the call rests on the fitted dose curve; in most records, active means well fitted curve in the direction sought with a large enough effect; inconclusive means small, poorly fitted or top-dose-only effect, or another doubt; inactive means no such curve, though single readings can be large; an effect the other way counts as inactive or inconclusive. Compounds as they come; any-hit rate near 12%.
SMILES,MCF10A rereplic,KB-V1 cytotox,KB-3-1 tox,IL-1B inflam inh,HT1080NT lethal,WRN inhibitor,ATXN2 expr inh,SW480 rereplic,HT1080 IDH1KD tx
COc1ccc(S(=O)(=O)N(C)c2ccc(C(=O)NCC3CCCO3)cc2)cc1OC (stereo not given),?,-25%,13%,13,0%,-2%,-11%,-4%,16%
COCCn1c(C)cc(C(=O)CSc2cc(C)c3ccccc3n2)c1C,27%,2.3µM*,-1%,-69*,-12%,-15%,20%,14%,-29%
O=c1/c(=C/c2ccco2)sc2n1CN(c1cccc(Br)c1)CN=2,?,-23%,16%,-50*,0%,-14%,-9%,2%,1%
COc1ccc(OCCN2CCC(C(=O)NC(c3ccsc3)c3ccccc3C)CC2)cc1 (stereo not given),.,3%,0%,-67*,?,-4%,0%,.,?
Cc1ccc(-c2n[nH]c(=S)n2C)cc1Cl,-2%,2.9µM*,4.1µM*,-17,11%,-2%,-25%,-2%,20%
CC(=O)Cn1cnc2c(cnn2-c2ccc(F)cc2)c1=O,.,-1%,-1%,7,1%,-3%,.,.,5%
CCCCCCn1cc(CN2CC(N3CCN(CCO)CC3)CS2(=O)=O)nn1 (stereo not given),.,-6%,5%,13,18%,-6%,22%,.,26%
O=C(NCc1ccc2c(c1)OCO2)c1ccc(Cl)nc1,-11%,1%,3%,0,1%,1%,20%,-5%,6%
Cc1ccc(OCC(=O)O/N=C(\N)c2ccncc2)c(C)c1,-9%,21%,4%,-21,6%,-5%,72%[activator],-6%,-1%
CC(Sc1nc2ccc(Br)cc2[nH]1)C(=O)O (stereo not given),-1%,13%,-10%,13,7%,6%,22%,-6%,3%
CCN(CC)S(=O)(=O)c1ccc(N2CCOCC2)c(NC(=O)c2cc(-c3ccccn3)nc3ccccc23)c1,?,?,16%,-29,?,-2%,-11%,.,-17%
COc1ccc(C(=O)NNC(=O)c2cc(C)nc3ccccc23)cc1,11%,10%,16%,6,-2%[9.24 µM],9%,0%,-33%,5%
O=C(O)c1ccccc1NCc1cccs1,-1%,2%,2%,27,15%,9%,.,-1%,13%
CCOC(=O)C1CCCN(C(=O)C2CCC(CNS(=O)(=O)c3ccc(NC(C)=O)cc3)CC2)C1 (stereo not given),0%,21%,0%,19,2%,5%,3%,-3%,11%
O=C(NCc1ccco1)c1ccc2c(=O)n(CCC3=CCCCC3)c(=O)[nH]c2c1,2%,11%,2%,14,18%,-2%,35%,-8%,15%
Cn1ccc2c(-c3ccc(C(C)(C)C)cc3)cc3c(c21)C1CCC3C1 (stereo not given),.,0%,0%,30,18%,2%,4%,.,1%
CC1=CC(C)(C)n2c(O)c(N=N)c3c(C)c(C)cc1c32,23µM*,?,2%,-9,-6%,5%,-7%,?,-18%
CCOc1ccc(S(=O)(=O)N2CCN(CN3C(=O)CC4(CCCC4)C3=O)CC2)cc1,-1%,-2%,-2%,7,0%,2%,0%,21%,-1%
Cc1ccc(-n2c(N)c(C(N)=O)sc2=S)cc1,17%,?,-3%,38,-2%,?,4%,-6%,-4%
CCC(=O)Nc1ccc(C(=O)Nc2cccnc2)cc1,6%,-6%,17%,-5,7%,-6%,11%,-6%,21%
CCN1CCCC1CN(Cc1cc2cc(OC)ccc2[nH]c1=O)C(=O)NCc1ccccc1 (stereo not given),7%,?,26%,-6,-1%,-1%,-13%,2%,1%
CN(CC(=O)Nc1ccc(Cl)cc1)C(=O)CCNC(=O)c1ccc(Cl)cc1,1%,1%,-12%,10,-8%,-2%,.,-4%,-14%
CCc1ccc(CN(C)C(=O)c2cc(COc3ccc(OC)cc3Cl)on2)nc1,7%,.,.,-14,6%,-28%,28%,-1%,10%
Cc1ccccc1NC(=O)CSc1nc2ccccc2c(=O)n1C,10%,?,?,-9,-29%,5%,-21%,1%,-19%
COc1ccc(-n2nnnc2SCC(=O)N2CCCC2)cc1OC,12%,1%,2%,-4,2%,-4%,3%,5%,10%

# Three compounds out of the list above, ordered by the number in WRN inhibitor, descending:
molecule | WRN inhibitor
COc1ccc(C(=O)NNC(=O)c2cc(C)nc3ccccc23)cc1 | 9%
O=C(NCc1ccco1)c1ccc2c(=O)n(CCC3=CCCCC3)c(=O)[nH]c2c1 | -2%
COc1ccc(-n2nnnc2SCC(=O)N2CCCC2)cc1OC | -4%

# Continuation:
SMILES,MCF10A rereplic,KB-V1 cytotox,KB-3-1 tox,IL-1B inflam inh,HT1080NT lethal,WRN inhibitor,ATXN2 expr inh,SW480 rereplic,HT1080 IDH1KD tx
O=C(O/N=C1\CCS(=O)(=O)c2sccc21)c1ccccc1,-5%,5%,11%,40,0%,-1%,12%,-1%,-3%
CCCCC(=O)Nc1nnc(C2=COCCO2)o1,-4%,4%,13%,2,13%,-5%,5%,2%,13%
O=C(CN1CCCCCCC1)N/N=C/c1ccc([N+](=O)[O-])o1,9%,-8%,-22%,-12,-14%,-15%[11.6 µM],-20%,?,-29%
CCOc1ccc(/C=N/NC(=O)Cc2ccccc2)cc1CN1CC2CC(C1)c1cccc(=O)n1C2 (stereo not given),?,-21%,0%,-104*,-29%,5%,-3%,?,?
CCc1ccc(-c2nc(CN3CCCC(C(=O)NCCc4ccc(OC)c(OC)c4)C3)c(C)o2)cc1 (stereo not given),?,2.3µM*,23µM*,-59*,-30%,10%,-23%,22%,?
Cc1nc(SCc2cccc(C(=O)O)c2)nc2c1CCCC2,-3%,-13%,-11%,44,-5%,-6%[57.1 µM],?,2%,0%
CCOC(=O)N1CCN(C(=O)Cn2c(C)cc3ccccc3c2=O)CC1,-1%,5%,-1%,-4,1%,-12%,.,-6%,-2%
O=C(O)c1cc(-c2cccs2)[nH]n1,-9%,?,0%,-9,?,4%,10%,-16%,17%
Cc1nc(C(F)(F)F)nc(Nc2ccc(Br)cc2)c1C#N,-2%,-11%,4%,-5,-3%,2%,4%,-4%,-1%
COc1ccc(C(=O)/C=C/Nc2c(C)n(C)n(-c3ccccc3)c2=O)c(OC)c1,-2%,0%,4%,-25,14%,-7%,-27%,-2%,5%
CCOc1ccc(NC(=O)CSc2cn[nH]n2)cc1,1%,?,27%,4,-18%,-21%,3%,1%,0%
COc1cc(-c2noc(C)c2C(=O)NCCO)cc(OC)c1OC,2%,-13%&5%,0%&14%,-2,-2%,-7%,3%,-6%,8%
Cc1ccccc1Nc1ccc([N+](=O)[O-])cn1,-1%,-4%,4%,-15,-10%,0%,8%,-14%,-9%
Cc1ccc(S(=O)(=O)N2CCN(S(=O)(=O)N3CCCCC3)CC2)cc1C,-31%[inhibitor],-7%,1%,-5,-4%,-3%,-11%,-5%,1%
COCCNC(=O)C(=O)c1c(-c2ccccc2)[nH]c2ccccc12,-8%,-1%,19%,31,7%,-4%,-14%,-5%,17%
COC(=O)c1ccc(C23CC4(C2)[C@H](CN(Cc2ccc(-c5ccccc5)cc2)[C@@H]4c2ccccc2)C3c2ccc(Cl)nc2)cc1 (stereo not given in full),12%,3%,3%,5,2%,1%,0%,2%[9.22 µM],3%
O=C(NCCSCc1ccc(Cl)cc1Cl)c1ccc(CN2CCOCC2)cc1,?,0%,?,-51*,-2%,4%,-21%,-4%,?
CCCC(=O)NC(c1ccc(OC)cc1)c1ccc2cccnc2c1O (stereo not given),?,7.3µM*,?,106,-28%,-12%,1.9µM*,-6%,?
Cc1ccc(NS(=O)(=O)c2cccc(C(=O)N3CCOCC3)c2)cc1,1%,8%,-2%,15,0%,4%,1%,-1%,-4%
O=C(NCc1nc2ccccc2[nH]1)C1=C[C@@H](C2CCCCC2)C[C@@H](OCCCCO)O1,-11%,0%,-3%,-5,0%,-6%,1%,4%,8%
COc1cccc(NC(=O)C2CCCN(S(C)(=O)=O)C2)c1 (stereo not given),-1%,3%,2%,5,-1%,12%,7%,1%,-2%
Cc1nc2ccccn2c1C(=O)N/N=C/c1ccccc1,7%,0%,-19%,1,-1%,5%,-2%,-3%,-2%
O=C(O)c1ccccc1N1C(=O)C2C3c4ccccc4C(Br)(c4ccccc43)C2C1=O (stereo not given),2%,-1%,-6%,30,-15%,0%,.,-4%,-11%
CCCCCc1c(C)nc(Nc2ccccc2)[nH]c1=O,?,-23%,?,-4,-26%,-2%,-20%,-3%,-21%
CC(C)c1ccccc1NC(=O)c1ccco1,2%,15%,0%,12,1%,-1%,17%,-6%,9%
SMILES,MCF10A rereplic,KB-V1 cytotox,KB-3-1 tox,IL-1B inflam inh,HT1080NT lethal,WRN inhibitor,ATXN2 expr inh,SW480 rereplic,HT1080 IDH1KD tx
O=C1CCC(C(=O)Nc2ccccc2N2CCCC2)=NN1,6%,7%,-3%,2,6%,-17%,-7%,-6%,11%
O=S(=O)(Nc1cccc(-c2cn3c(n2)SCC3)c1)c1ccccc1F,-4%,-27%,-2%,i,-7%,-18%,7%,-3%,-4%
Cc1oc(-c2ccccc2F)nc1CS(=O)(=O)CC(=O)NCc1ccccc1Cl,1%,6%,19%,70,0%,-6%,-5%,-7%,-5%
O=C1C2C3C=CC(C2C(=O)N1CCCO)C1C2C(=O)N(CCCO)C(=O)C2C31 (stereo not given),-18%,27%,3%,25,5%,11%,20%,-4%,6%
COCCn1c(C)cc(C2=NNC(=NC3CC3)SC2)c1C,?,?,-29%,-3,?,4%,0.21µM*,-6%,?
CCOc1ccc(-c2nc(CSc3nnc(N)s3)cs2)cc1,3%,1%,8%,13,-4%,1%,27%,-1%,1%
